Abeta rescue: qHTS for compounds that reverse cellular toxicity of Amyloid beta (A-beta) peptide in yeast: Primary Screen. yeast expressing A-beta42, growth rescue, OD600, 48 h; response scale: 0% DMSO, 100% iron-clioquinol control. Potency, µM (doses to about 46.1 µM), without a hit: at the top dose growth rescue, hits mostly activators. hit rate 0.063% among 410,000. AID 1347071, 2019; also: potency is read from the fitted curve at half-maximal effect; nearly all actives have a fitted effect of over 55% in size
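Yeast A-beta toxicity model in growth medium with pinned compounds, 48 h at 30 C; growth read as absorbance at 600 nm. Normalized to FeCl3/clioquinol equimolar mix (positive) and DMSO (negative).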
GLP-1R inv ag: qHTS of GLP-1 Receptor Inverse Agonists (Inhibition Mode) | Glucagon-like peptide 1 receptor (Homo sapiens), P43220 | HEK293 GLP-1R CRE-luciferase, luminescence, 24 h; GLP-1R form is constitutively active | Potency, µM (titrated, usually from 38.3 µM), inactives show at the top dose activity change, negative = inhibition, usual class: inhibitors | hit rate 1.6% among 410,000; also: potency is read from the fitted curve at half-maximal effect; % is scaled to controls: 0 for no effect and ±100 for the full control effect; nearly all actives have a fitted effect of over 55% in size
Target sequence (P43220 whole entry, looked up): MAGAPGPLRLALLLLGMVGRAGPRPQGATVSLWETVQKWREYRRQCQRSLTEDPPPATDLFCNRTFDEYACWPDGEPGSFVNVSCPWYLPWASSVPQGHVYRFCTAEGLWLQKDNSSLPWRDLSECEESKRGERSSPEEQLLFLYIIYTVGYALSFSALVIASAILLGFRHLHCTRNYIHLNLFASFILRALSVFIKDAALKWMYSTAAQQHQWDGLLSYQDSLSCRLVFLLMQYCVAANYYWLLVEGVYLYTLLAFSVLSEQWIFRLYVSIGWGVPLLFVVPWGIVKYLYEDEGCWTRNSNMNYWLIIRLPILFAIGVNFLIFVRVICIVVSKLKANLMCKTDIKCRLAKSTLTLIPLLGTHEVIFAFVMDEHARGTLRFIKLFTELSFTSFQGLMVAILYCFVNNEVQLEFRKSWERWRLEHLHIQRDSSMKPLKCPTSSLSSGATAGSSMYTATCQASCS
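Readout was luciferase luminescence, measured 12 min after detection reagent at room temperature. Beforehand, GLP-1R reporter HEK293 cells had sat 12 h, then received compounds for 24 hr at 37 deg C.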
pAkt inh: HTS Assay for Inhibitors of Akt Phophorylation: Primary Screen | activity change, % for hits at 50 µM | AID 651550, 2012 | hit rate 0.32% among 360,000 | Neuro2A IGF-stimulated pAkt S473 HTRF, 20 min; active compounds read low; in the data active = activity change below about -80%; inconclusive = mostly about -51% to -80%; also: % is scaled to controls: 0 for no effect and ±100 for the full control effect
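Neuro2A cells (4,500/well, DMEM with 0.5% FBS) were treated with compound at a single 50 µM final concentration, stimulated with 6 nM IGF for 20 min at 37 °C, and lysed. Phospho-Akt Ser473 was read by HTRF as 665/615 ratio ×10^4.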
FUS suppressor: qHTS for Suppressors of FUS Proteinopathy: Primary screen using FUS-linked yeast assay; S. cerevisiae FUS-expressing, growth rescue, OD600, 24 h; hit rate 0.24% among 390,000; Potency, µM (titrated, usually from 76.6 µM), without a hit: at the highest dose growth rescue (activation), actives largely listed as activators;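 also: potency is read from the fitted curve at half-maximal effect; plate controls were DMSO vehicle for no effect and reference control for full effect; nearly all actives have a fitted effect of over 55% in size; some results filed as inactive show a strong effect at the top dose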
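Yeast expressing FUS under galactose induction, OD 0.005 in 2% galactose medium; compounds in a dilution series, 24 h at 30C. Growth rescue by absorbance at 600 nm; CP55940 positive control, DMSO negative.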
TDP43 rescue: qHTS of TDP-43 Inhibitors; TDP-43 expressing yeast growth rescue, BacTiter-Glo, 24 h; hit rate 1.8% among 410,000; Potency, µM (series often up to 46.1 µM), without a hit: at the top dose growth rescue (activation), actives largely listed as activators; also: potency is read from the fitted curve at half-maximal effect; % of control where 0% means no effect; nearly all actives have a fitted effect of over 50% in size
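Galactose-induced TDP-43 yeast, OD600=0.02, compound pinned; 24 hr, 30 deg C; BacTiter-Glo luminescence for growth. Inhibitors of TDP-43 toxicity read as activators.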
PTHR1 agonist: qHTS for PTHR1 Agonists: Primary Screen; Potency, µM (doses to about 115 µM), inactives show top-dose activation, hits mostly activators; Parathyroid hormone/parathyroid hormone-related peptide receptor (Homo sapiens), Q03431; AID 743266, 2014; HEK293 GP2 PTHR1 cells, GloSensor cAMP luminescence, 1 h; hit rate 0.075% among 410,000; also: potency is read from the fitted curve at half-maximal effect; nearly all actives have a fitted effect of over 55% in size; some results filed as inactive show a strong effect at the top dose; inactives centre near -15; many of its hits are not listed in these tables
Target sequence (Q03431 whole entry, looked up): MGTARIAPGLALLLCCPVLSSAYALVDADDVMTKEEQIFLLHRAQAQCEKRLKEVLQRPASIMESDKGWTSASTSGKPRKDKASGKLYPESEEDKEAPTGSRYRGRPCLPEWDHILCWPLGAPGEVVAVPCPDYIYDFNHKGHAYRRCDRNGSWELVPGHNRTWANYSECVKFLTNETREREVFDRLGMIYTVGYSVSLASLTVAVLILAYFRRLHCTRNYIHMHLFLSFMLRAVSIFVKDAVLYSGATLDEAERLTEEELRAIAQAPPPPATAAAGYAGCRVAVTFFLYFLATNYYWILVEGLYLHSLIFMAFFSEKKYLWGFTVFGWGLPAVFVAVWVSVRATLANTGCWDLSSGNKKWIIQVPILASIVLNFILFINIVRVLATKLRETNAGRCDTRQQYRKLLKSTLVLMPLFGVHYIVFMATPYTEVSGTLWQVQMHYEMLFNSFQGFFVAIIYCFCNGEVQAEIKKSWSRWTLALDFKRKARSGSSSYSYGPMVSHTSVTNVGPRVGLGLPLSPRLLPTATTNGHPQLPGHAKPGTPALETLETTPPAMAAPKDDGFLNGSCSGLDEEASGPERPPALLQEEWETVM
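HEK-293-derived GP2 cells expressing PTHR1 and a GloSensor cAMP reporter, 3,000/well, plated overnight, given luciferin plus IBMX (each 0.5 mM as added) for 1 h at 37 °C, then compound for 1 h at 37 °C. Luminescence was read after 15 min at room temperature.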
DRD3 antagonist: qHTS of D3 Dopamine Receptor Antagonist: qHTS | hit rate 2.5% among 360,000 | max response, negative = inhibition, % | D3R cells, DiscoveRx beta-arrestin luminescence, antagonist mode; active compounds read low; in the data active = max response below about -50%; inconclusive = no clear call, values can overlap the other calls; also: % is scaled to controls: 0 for no effect and ±100 for the full control effect; mostly tested at two doses, the higher about 12 µM
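Cells expressing the human receptor were seeded at 1500 cells/well, incubated overnight at 37 degrees C in 5% CO2, then exposed to library compounds with dopamine controls for 90 minutes at 37 degrees C before luminescent detection.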
aSyn yeast inh: qHTS of alpha-syn Inhibitors | Yeast expressing alpha-synuclein, growth rescue, BacTiter-Glo, 24 h | hit rate 0.14% among 370,000 | AID 652106, 2013 | Potency, µM (titrated, usually from 46.1 µM), inactives show at the top dose growth rescue (activation), usual class: activators; also: potency is read from the fitted curve at half-maximal effect; % of control where 0% means no effect; nearly all actives have a fitted effect of over 65% in size
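Rescue of yeast growth: cells expressing toxic alpha-synuclein, induced in galactose at OD600 0.02, incubated with compound 24 h at 30 C. ATP luminescence quantified growth; inhibitors of toxicity appear as activators.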
GLP1R ag: qHTS of GLP-1 Receptor Agonists; hit rate 0.007% among 380,000; Potency, µM (highest dose often 45.6 µM), inactives show at the top dose activation, most hits filed as activators; Glucagon-like peptide 1 receptor (Homo sapiens), P43220; HEK293 GLP-1R CRE-luciferase, luminescence, 4-6 h; cells express a hypersensitive GLP-1R form; also: potency is read from the fitted curve at half-maximal effect; % of control where 0% means no effect
Active calls of the source: *; i = inactive; ? = inconclusive; . = not tested or not shown; [ ] = remark or other dose. Unless noted, calls follow the shape of the dose curve; as a rule, active = well fitted curve in the direction sought with a large enough effect; inconclusive = small, poorly fitted or top-dose-only effect, or another doubt; inactive = no such curve, though single readings can be large; an effect the other way counts as inactive or inconclusive. Some of the compounds tested. The share of hits here may be higher or lower than overall.

Values run as follows: Abeta rescue	GLP-1R inv ag	pAkt inh	FUS suppressor	TDP43 rescue	PTHR1 agonist	DRD3 antagonist	aSyn yeast inh	GLP1R ag
CCS(=O)(=O)c1nc(S(=O)(=O)c2ccc(C)cc2)c(N2CCC(C)CC2)s1
→ 6%	?	i	-5%	7%	i	-9	3%	-7%
C[C@@H]1CCCCO[C@@H](CN(C)C(=O)CCCN(C)C)[C@@H](C)CN([C@H](C)CO)C(=O)c2cc(N(C)C)ccc2O1
→ -9%	25%	i	2%	20%	-12%	28	2%	7%
CSCCC(C(=O)OC1CCOC1=O)N1C(=O)c2ccccc2C1=O (stereo not given)
→ 7%	14%	i	7%	14%	-5%	4	8%	4%
C=CCn1c(=NC(=O)C2CCCCC2)sc2cc(NC(C)=O)ccc21
→ -3%	11%	i	-19%	0%	-23%	32	-5%	3%
Cc1ccc2oc(=O)c3cc(C(=O)NCc4ccco4)sc3c2c1
→ -12%	12%	i	-3%	16%	0%	-7	-1%	8%
COc1ccccc1NS(=O)(=O)c1cccc(C(=O)N/N=C(\C)c2ccc(-n3ccnc3)cc2)c1
→ -8%	5%	i	17%	0%	-15%	-17	-1%	1%
NS(=O)(=O)c1ccc(N2C(=O)CCCC2=O)cc1
→ 5%	3%	i	-56%[inhibitor]	3%	-18%	10	-5%	-4%
O=C(CSc1cccs1)Nc1ccc2ccccc2c1
→ -19%	-23%	i	2%	?	-52%[inhibitor]	-13	-4%	16%
COCCNC(=O)c1ccc(CN2CCc3ccccc3C2)cc1
→ -13%	-10%	i	3%	3%	i	?	3%	5%
CC1CCN(S(=O)(=O)c2cn(CC(=O)Nc3ccc(F)cc3)c(=O)c3ccccc23)CC1
→ 8%	?	.	8%	15%	i	.	.	0%
O=S(=O)(CC(CN1CCOCC1)N1CCOCC1)c1ccccc1 (stereo not given)
→ 9%	12%	i	-29%	19%	i	16	-1%	-8%
Cc1cc(S(=O)(=O)N(Cc2ccccc2F)C2CC2)ccc1-n1cnnn1
→ 4%	-15%	i	5%	-11%[9.22 µM]	i	-11	6%	4%
CN(Cc1ccccc1)c1cc2c(c3c1ccn3C)C1CCC2O1 (stereo not given)
→ 19%	-16%	i	16%	34%	-9%	-5	-14%	5%
COc1ccc(OCCCC(=O)OCC(=O)N2CCN(S(=O)(=O)c3ccc(C)cc3C)CC2)cc1
→ -5%	5%	i	?	24%	-16%	26	7%	-3%
Cc1cccc2sc(NNC(=O)c3ccc(S(=O)(=O)N4CCc5ccccc5C4)cc3)nc12
→ 12%	?	i	38%	?	-8%	17	9%	0%
COc1cccc2c1cc1c(=O)n(CC(=O)N3CCN(c4cccc(Cl)c4)CC3)nc(C)n12
→ -8%	-4%	.	0%	7%	i	.	.	.
CCC(=O)c1ccc(O)c(CC=C(C)C)c1
→ 2%	?	i	14%	-8%	-12%	-19	-3%	11%
O=C(Nc1ccccc1Cl)Nc1ccnn1C1CCN(C(=O)c2cscn2)CC1
→ 10%	-9%	i	4%	11%	i	17	1%	-11%
CCOc1ccc(NC(=O)COc2ccc(C(=O)N3CCC(C(N)=O)CC3)cc2OC)cc1
→ -3%	17%	i	7%	-1%	i	-6	0%	-5%
CC1=NN(c2nc(-c3ccc(C#N)cc3)cs2)C(=O)C1
→ 20%	-23%	i	28%	?	-18%	6	1%	12%
Cc1ccc(C)c(NC(=O)c2ccc3c(c2)CCCN3S(C)(=O)=O)c1
→ -6%	14%	.	18%	-1%	-50%[inhibitor]	.	.	.
COc1ccc(CNC(=O)CNC(=O)c2cccs2)c(OC)c1
→ 3%	-22%	i	18%	16%	-20%	1	-5%	2%
COc1cc(C(=O)NCc2ccc3c(c2)OCO3)c([N+](=O)[O-])cc1OC
→ -9%	11%	i	18%	7%	-2%	3	11%	-3%
NNC(=O)CNC(c1ccccc1)c1cc(Br)ccc1NC(=O)c1ccccc1Br (stereo not given)
→ -13%	?	i	?	-5%	-16%	11	-2%	-9%
CCOC(=O)[C@]12CCCC=C1N(Cc1ccco1)C(=O)[C@H](CC(=O)NCC13CC4CC(CC(C4)C1)C3)C2
→ 9%	?	i	?	15%	-10%	-27	0%	-3%
CC12C=CC3(CN(Cc4ccccc4)C(=O)C3C1C(=O)NC1CC1)O2 (stereo not given)
→ -18%	9%	i	13%	0%	i	-5	-13%	-18%
CS(=O)(=O)N1CCCC(C(=O)Nc2ccc(Br)cc2F)C1 (stereo not given)
→ 5%	1%	i	21%	-21%	i	19	10%	14%
O=P(c1cccs1)(c1cccs1)c1cccs1
→ 11%	0%	i	4%	1%	i	-16	-1%	6%
COc1cc(C(=O)OCC(=O)NC2CCS(=O)(=O)C2)ccc1OCc1c(C)noc1C (stereo not given)
→ 2%	21%	i	.	8%	0%	1	0%	0%
Cc1noc(Cn2c(=O)c3ccccc3n(CC(=O)Nc3cc(Cl)ccc3C)c2=O)n1
→ 3%	11%	.	-21%	0%	i	.	.	.
Cc1ccc(C(=O)C(C)OC(=O)CCN2C(=O)C3C4C=CC(C5CC45)C3C2=O)cc1 (stereo not given)
→ -19%	?	i	29%	10%	-89%[inhibitor]	2	6%	3%
CCn1c(N2CCN(CC(=O)c3ccc(OC)cc3)CC2)nc2ccccc21
→ -8%	-7%	i	13%	-7%	i	-10	2%	6%
CC(=O)Nc1cccc(OCC(=O)Nc2cccc(S(=O)(=O)N3CCCC3)c2)c1
→ -7%	23%	i	38%	18%	-10%	5	-3%	11%
CC(=O)Nc1ccc2c(c1)Cc1c-2cc(Br)c(N)c1Br
→ -15%	42%[activator]	i	14%	0%	-5%	4	1%	-1%
NC(=O)c1cccc(N=Cc2cc(Cl)cc(Cl)c2O)c1
→ -10%	4%	i	-26%	-5%	-20%	-30	13%	1%
CCCCCCCC(=O)NC(Nc1ccc(S(N)(=O)=O)cc1)C(Cl)(Cl)Cl (stereo not given)
→ -6%	?	i	27%	5%	-12%[57.5 µM]	14	8%	-3%
COc1ccc(OC)c(CC(=O)NC(c2ccccc2)c2ccccc2)c1
→ -2%	-3%	i	-30%	-11%	-18%	3	-6%	14%
CCOC(=O)c1sc(N)c(C#N)c1CSc1nc2ccc(OCC)cc2[nH]1
→ 8%	?	i	?	11%	-27%	0	8%	9%
O=C(CNC1CCCCC1)Nc1ccc(S(=O)(=O)N2CCCCC2)cc1
→ -16%	?	i	-8%	-30%	i	2	2%	7%
CCOC(=O)c1ccccc1CN1C(=O)c2ccccc2S1(=O)=O
→ 26%	-19%	i	14%	?	0%	-6	13%	10%
Cc1ccc(CNC(=O)CN2c3cccc4cccc(c34)S2(=O)=O)cc1
→ -16%	?	i	16%	-5%	-36%[inhibitor]	-23	22%	0%
CCOC(=O)Cc1csc(NC(NC(=O)CC)(C(F)(F)F)C(F)(F)F)n1
→ -5%	3%	i	-19%	1%	i	-14	-13%	5%
CCn1c(SCC(=O)NC2CC2)nnc1-c1cccs1
→ 7%	17%	i	-27%	9%	-14%	0	3%	-6%
CSc1nc2cc(F)c(F)cc2n1C
→ 12%	52%[activator]	i	-7%	-5%	i	-6	-5%	16%
Cc1cc(C)n2nc(CNC(=O)c3cccc(Cl)c3)nc2n1
→ 5%	23%	.	-22%	16%	i	.	.	.
O=C(COC(=O)c1ccc(=O)n(Cc2ccccc2)n1)Nc1ccc2c(c1)OCCO2
→ 0%	8%	i	20%	6%	i	9	-1%	1%
CC(=O)/C=C1\OCc2ccccc21
→ -12%	-36%	i	0%	8%	-8%	-7	0%	.
CCn1nnc(C(=O)O)c1C(=O)O
→ -12%	-1%	i	25%	-18%	-13%[57.5 µM]	13	-4%	-10%
O=C(c1cc2c(=O)oc3ccccc3c2s1)N1CCOCC1
→ -3%	-4%	i	1%	1%	-9%[57.5 µM]	16	0%	-7%
Cc1ccc(NS(=O)(=O)c2ccc(C(=O)OCC(=O)N3CCCCC3)cc2)cc1
→ -5%	-25%	i	38%	8%	-56%[inhibitor]	-24	18%	7%

3 entries picked at random from those above:
Values run as follows: Abeta rescue	GLP-1R inv ag	pAkt inh	FUS suppressor	TDP43 rescue	PTHR1 agonist	DRD3 antagonist	aSyn yeast inh	GLP1R ag
O=C(c1cc2c(=O)oc3ccccc3c2s1)N1CCOCC1
→ -3%	-4%	i	1%	1%	-9%[57.5 µM]	16	0%	-7%
CC(=O)Nc1ccc2c(c1)Cc1c-2cc(Br)c(N)c1Br
→ -15%	42%[activator]	i	14%	0%	-5%	4	1%	-1%
Cc1ccc(C(=O)C(C)OC(=O)CCN2C(=O)C3C4C=CC(C5CC45)C3C2=O)cc1 (stereo not given)
→ -19%	?	i	29%	10%	-89%[inhibitor]	2	6%	3%

Bioassay records as filed in PubChem BioAssay.
